M. tuberculosis GlmU – inhibition of mycobacterial GlmU enzyme – biochemical, glucosamine-1-phosphate acetyltransferase (AID 1376). M. tuberculosis GlmU acetyltransferase enzyme assay; higher % means a stronger effect. one-dose inhibition, %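 (tested at 30 µM in the primary screen)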; IC50 in µM for titrated hits. 220,000 tested, 0.25% active; in the data active = inhibition above about 13%; inconclusive = no clear call, values can overlap the other calls;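 note: 0% = complete reaction with vehicle and 100% = reaction without substrate; strong numbers were not always called active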
RmlCD inh 1536 – inhibitors of Mycobacterium tuberculosis RmlC and RmlD coupled enzymes; P9WH09+P9WH11; RmlC+RmlD coupled enzyme assay, percent inhibition; primary screen in compound mixtures; inhibition, % at 3.6 µM; 160,000 tested, 0.03% active; AID 1533; in the data active = inhibition mostly above about 34%, no sharp cut-off; inconclusive = no clear call, values can overlap the other calls; inactive = mostly below about 22%; note: some results filed as inactive read as strong as hits
Target sequence (P9WH09 whole entry, looked up): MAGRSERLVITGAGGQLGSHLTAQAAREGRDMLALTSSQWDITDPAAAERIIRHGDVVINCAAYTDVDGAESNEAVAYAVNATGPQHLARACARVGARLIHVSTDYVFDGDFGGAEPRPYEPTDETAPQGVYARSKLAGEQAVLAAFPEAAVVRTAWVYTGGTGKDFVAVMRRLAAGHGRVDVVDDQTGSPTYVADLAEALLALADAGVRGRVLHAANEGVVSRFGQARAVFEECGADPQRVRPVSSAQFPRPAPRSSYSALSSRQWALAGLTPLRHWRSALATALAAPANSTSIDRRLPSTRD
Target sequence (P9WH11 whole entry, looked up): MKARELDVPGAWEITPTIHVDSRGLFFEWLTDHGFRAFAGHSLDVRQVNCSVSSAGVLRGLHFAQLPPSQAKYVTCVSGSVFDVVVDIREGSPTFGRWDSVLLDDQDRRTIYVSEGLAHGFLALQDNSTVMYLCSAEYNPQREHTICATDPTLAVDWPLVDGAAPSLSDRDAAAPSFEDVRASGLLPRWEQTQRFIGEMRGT
Starred values were filed as active, the others as inactive; u = inconclusive; x = no result given.

structure	M. tuberculosis GlmU	RmlCD inh 1536
CCNc1nc2c(c(=O)[nH]c(=O)n2C)n1CC(C)C	8.3%	x
C=CCn1c(N2CCN(c3ccc(OC)cc3)CC2)nc2c1c(=O)n(C)c(=O)n2C	-3.2%	u
Cc1ccc(/C(CSc2nccn2-c2ncc(C(F)(F)F)cc2Cl)=N\O)cc1	-4.4%	x
O=C(O)C1CCCCC1C(=O)NCc1ccccc1 (stereo not given)	-5.1%	-5.1
N#CCCN1CCN(S(=O)(=O)c2ccc(S(=O)(=O)NCc3ccccc3)cc2)CC1	5.5%	8.2
c1ccc(CN(Cc2ccccc2)c2ncnc3c2nnn3Cc2ccccc2)cc1	-1.1%	12.1
O=C(c1cc2ncc(Br)cn2n1)N1CCOCC1	1.3%	x
Cc1ccc(S(=O)(=O)CCc2nnc(NC(=O)CCl)s2)cc1C	2.5%	8.4
CCN(CC)S(=O)(=O)c1ccc2c(c1)nc(CCC(=O)Nc1ccc3c(c1)OCO3)n2C	1.8%	-7.2
Cc1nn(-c2ccccc2)c(/N=C/c2ccc(O)cc2)c1-c1ccccc1	2.0%	-14.0
Cc1cc(C)c(NC(=O)c2ccc(S(=O)(=O)N(C)C)cc2)c(C)n1	6.5%	13.0
O=C(CN1C(=O)NC(Cc2c[nH]c3ccccc23)C1=O)Nc1cccc(S(=O)(=O)N2CCOCC2)c1 (stereo not given)	-0.3%	-10.3
CCOC(=O)c1c(C)n(OCc2ccccc2)c2ccc3c(no[n+]3[O-])c12	2.0%	9.9
COc1cc(CC(=O)OCC(=O)NC2CCCCC2)cc(OC)c1OC	1.0%	6.1
Cc1nc2ccc(N3C(=O)CCC3=O)cc2[nH]1	6.2%	-12.7
COC(=O)c1ccc(OCC(O)CN2C(=O)NC(C)(C)C2=O)cc1 (stereo not given)	-0.6%	-2.9
CCOC(=O)C1=NOC(CNC(=O)c2c(-c3ccccc3Cl)noc2C)C1 (stereo not given)	2.2%	1.1
Cc1ccc(C2c3sc(=O)[nH]c3SC3C(=O)NC(=O)C32)cc1 (stereo not given)	9.1%	x
CNC(=O)NC(=O)CSc1nc(-c2cccs2)c(C#N)c(=O)[nH]1	-3.2%	3.5
CCCN1Cc2cccc(C(=O)Nc3ccc(CN4CCCC4)cc3)c2C1=O	2.0%	-6.2
CC(C)CC(=O)O/N=C1\C(=O)N(Cc2ccc(Cl)cc2)c2ccc([N+](=O)[O-])cc21	8.4%	-46.4
COc1ccc(C(=O)NC(C)c2nc3ccccc3[nH]2)cc1OC (stereo not given)	-4.0%	-14.2
NC(=O)c1ccc(NC(=O)Cn2c(=O)n(-c3ccccc3)c(=O)c3oc4ccccc4c32)cc1	-3.3%	x
O=C(NCCCN1CCc2ccccc2C1)Nc1ccc(Br)cc1	-6.7%	14.9
Cc1ccc(C)c2[nH]c(=O)c(CN(CCN3CCCC3)C(=O)Nc3ccc(F)cc3)cc12	-4.8%	-2.9
C/C(CC(=O)NCc1ccco1)=N\NC(=O)Cc1ccccc1	-2.8%	27.8
CCc1ccc(NC(=S)N(CCN2CCOCC2)Cc2ccccc2F)cc1	2.1%	-7.7
CCC(C)Sc1nc2c([nH]c3ccccc32)c(=O)n1C (stereo not given)	7.1%	-9.8
O=C(Nc1ccc(F)cc1)C1CCN(S(=O)(=O)c2cccs2)CC1	3.6%	13.2
O=C(Nc1ccccc1SCC1CSc2nc3ccccc3c(=O)n21)c1ccccc1Cl (stereo not given)	-4.2%	x
Cc1cccc2c(C(=O)Nn3cnnc3)cc(-c3ccccc3Cl)nc12	-6.5%	-1.4
Cc1cc(C)nc(NS(=O)(=O)c2ccc(NC(=O)C3CC(=O)N(c4ccccc4)C3)cc2)n1 (stereo not given)	-5.6%	x
COCCNC(=O)c1cc2oc3ccccc3c2n1C	-4.3%	-3.0
CCOc1cc(-c2nc3ccccn3c2NCC2CCCO2)ccc1O (stereo not given)	0.2%	15.7
Cc1nn(CCOc2cccc(Br)c2)c(C)c1[N+](=O)[O-]	-4.2%	10.3
CC(=O)NC(=S)Nc1sc2c(c1C(N)=O)CCC(C)C2 (stereo not given)	-0.3%	5.9
CC(=O)Nc1ccc(S(=O)(=O)C(C#N)c2nc3ccccc3nc2NCCN2CCOCC2)cc1 (stereo not given)	1.7%	-14.3
COc1ccc(OC(=O)Nc2ccccc2)cc1	-0.4%	x
CC(C)Oc1ccc(C(=O)N2CCCC2C(=O)O)cc1 (stereo not given)	1.5%	x
CCOC(=O)CSc1ccc(C(=O)N2CCN(C)CC2)cc1[N+](=O)[O-]	0.4%	-10.0
CCOc1ccc(-c2[nH]ncc2-c2ccc(OC)c(OC)c2)c(O)c1	7.7%	4.2
CC(C(=O)N=c1sc2ccccc2n1C)N1C(=O)C2CC=CCC2C1=O (stereo not given)	13.6%*	0.6
Cc1ccc(-c2noc(CN(C(=O)c3cccc(Br)c3)C(C)C)n2)cc1	2.1%	x
CCCn1c(=N)n(CC(O)COc2cccc(C)c2)c2ccccc21 (stereo not given)	1.7%	-5.9
CCOC(=O)C(C)Oc1c(Br)cc(C2NC(=O)NC(C)=C2C(C)=O)cc1OCC (stereo not given)	3.8%	-10.2
NS(=O)(=O)c1ccc(NC(=O)CSc2nnc(-c3cnccn3)n2-c2ccccc2)cc1	2.5%	-6.2
CC(=O)OC(C#CCN1CCOCC1)c1ccccc1 (stereo not given)	4.1%	-3.8
CC(C)N1CCN(Cc2ccc3nsnc3c2)CC1CCO (stereo not given)	1.1%	9.7
CCN1CCN(CCNC(=O)CSCc2nc(-c3ccc(OC)c(OC)c3)oc2C)CC1	0.4%	6.3
Cc1ccc(/C=N/N=C2/NC(=O)CS2)o1	1.7%	-10.2

Remaining list, next part.
SMILES,M. tuberculosis GlmU,RmlCD inh 1536
C=CCn1cc(/C=N/Nc2nc3ccccc3[nH]2)c2ccccc21,-1.6%,x
COc1ccc(/C=N/NC(=O)c2cc(-c3ccccc3OC(C)C)nc3ccccc23)cc1CN1CCOCC1,-0.6%,1.7
Cc1cccc(C)c1NC(=O)Cn1cnc2c(=O)n(C)c(=O)n(C)c21,-0.2%,2.8
Cn1c(SCC(=O)c2ccc(F)cc2)nnc1-c1cnccn1,-1.7%,-14.1
CS/C(N)=N/N=C/c1cc(C)ccc1O,-4.9%,19.3
CC1C(c2ccccc2)N(C)C(c2ccccc2)CC1(O)c1ccc(F)cc1 (stereo not given),-3.2%,0.0
COc1ccc(CNC(=O)CC2Sc3ccccc3NC2=O)cc1 (stereo not given),2.2%,1.1
CC(=O)N1N=C(c2ccc3nccnc3c2)CC1c1ccccc1 (stereo not given),-1.6%,14.9

The closing two entries of the part before lead into the next.
SMILES,M. tuberculosis GlmU,RmlCD inh 1536
COc1ccc(CNC(=O)CC2Sc3ccccc3NC2=O)cc1 (stereo not given),2.2%,1.1
CC(=O)N1N=C(c2ccc3nccnc3c2)CC1c1ccccc1 (stereo not given),-1.6%,14.9
O=C(Nc1ccc(Cc2ccncc2)cc1)c1cc([N+](=O)[O-])ccc1N1CCOCC1,4.1%,0.9
Nc1nnc(SCC(=O)Nc2ccc(S(=O)(=O)N3CCOCC3)cc2)s1,0.5%,-6.8
CCN(CCn1cccn1)C(=O)c1cc(COc2cccc3cccnc23)on1,0.8%,x
COC(=O)C1CCN(CC(=O)Nc2sc3c(c2C#N)CCC3)CC1,0.2%,x
CCC/C(O)=C1\C(=O)CCCC1=NCCc1c(C)[nH]c2ccc(C)cc12,8.2%,2.0
Cc1cc(NCc2ccccc2)n2ncnc2n1,3.1%,x
O=C(O)CSc1ncnc2sc(-c3ccccc3)cc12,0.9%,-8.6
Cc1ccn2c(CNCCn3nc(C)cc3C)c(C(=O)N3CCCCCC3)nc2c1,-1.2%,6.4
CCOc1ccc(C(=O)N/N=C(\c2ccccc2)c2ccccn2)cc1,-3.7%,x
O=C(CCCc1ccccc1)c1ccc2c(c1)OCCO2,0.6%,5.0
NC(=O)CSc1nnc(-c2ccccn2)n1N,0.3%,21.4
Cc1cc(C(F)F)n2ncc(C(=O)N3CCc4ccccc4C3)c2n1,-2.8%,x
Cc1ccc(S(=O)(=O)CCc2ccccn2)cc1,0.3%,-5.9
CC1(c2nnc(-c3cccc(Cl)c3)o2)CC(c2cccc(F)c2)=NO1 (stereo not given),0.6%,x
CCOc1c(S(=O)(=O)N2CCCC2)ccc(Cl)c1Cl,-1.0%,3.7
COc1ccc(OC)c(NC(=O)CCNC(=O)Cn2cnc3ccccc3c2=O)c1,0.1%,5.0
COc1cccc(-c2nnc(SCCC(=O)O)n2C)c1,-2.4%,u
CC1CCCC(C)N1NC(=O)c1cccc(S(=O)(=O)N2CCc3ccccc32)c1 (stereo not given),3.0%,3.7
Cn1c(SCCOc2ccccc2Cl)nnc1-c1ccncc1,1.9%,-2.3
CNc1nc(SCC(=O)OC)nc(N2CCOCC2)n1,-2.1%,-10.2
C=CCNC(=S)N1CCc2c([nH]c3ccccc23)C1C (stereo not given),-0.7%,3.3
COCc1cc(=O)n2[nH]c(-c3cccc(Br)c3)cc2n1,3.3%,25.1
C[n+]1nc(Nc2ccccc2)sc1-c1ccc(C(=O)O)cc1,5.0%,x
Cc1nc2ccc(S(=O)(=O)Nc3cccc(-c4nc5cccnc5s4)c3C)cc2s1,0.9%,x

The closing four entries of the part above are carried over, then new ones follow.
SMILES,M. tuberculosis GlmU,RmlCD inh 1536
C=CCNC(=S)N1CCc2c([nH]c3ccccc23)C1C (stereo not given),-0.7%,3.3
COCc1cc(=O)n2[nH]c(-c3cccc(Br)c3)cc2n1,3.3%,25.1
C[n+]1nc(Nc2ccccc2)sc1-c1ccc(C(=O)O)cc1,5.0%,x
Cc1nc2ccc(S(=O)(=O)Nc3cccc(-c4nc5cccnc5s4)c3C)cc2s1,0.9%,x
CCOc1ccc(NC(=O)N2CCC(n3c(=O)[nH]c4ccccc43)CC2)cc1,-4.4%,-4.3
CCC(OC(=O)c1cc2sccc2n1C)C(=O)NCc1ccco1 (stereo not given),3.0%,x
OCCOCCOc1ccc(-c2nn[nH]n2)cc1,0.8%,-15.2
COc1cccc(-c2noc(CCCC(=O)Nc3ccc(C(N)=O)cc3)n2)c1,-2.5%,0.0
O=C1C2=C(CCCC2)C(=O)N1CNc1ccccc1,3.3%,x
O=C(CSc1nccn1-c1ccccc1)N1CCc2ccccc21,1.4%,8.4
CCOC(=O)c1c(/N=C/c2cccc([N+](=O)[O-])c2O)sc(C)c1C,1.4%,x
CCCCOc1ccc(CN2CCCCC2)cc1,-5.7%,7.5
CN(C)S(=O)(=O)c1c(Cl)cccc1Cl,3.4%,x
COC(=O)CCCCCN1C(=O)NC(c2ccc(-c3ccccc3)cc2)C(C(=O)OCc2ccccc2)=C1C (stereo not given),-3.7%,x
CNCCCOc1cc(C)cc(C)c1C,2.3%,5.2
Cc1cc(N2CCN(S(=O)(=O)c3ccc(Br)cc3)CC2)n2ncnc2n1,-6.6%,-15.7
CCCCOP(=O)(OCCCC)C1(NS(=O)(=O)c2ccccc2)C=CC(=O)c2ccccc21 (stereo not given),0.8%,11.9
COc1ccc(N(CCCN2C(=O)c3cccc4cccc(c34)C2=O)C(=O)c2cccnc2)cc1,-0.7%,-1.4
Cc1nnc(SCCn2c(N3CCCC(C)C3)nc3c2c(=O)[nH]c(=O)n3C)s1 (stereo not given),3.5%,6.5
COc1cc(CNC(=O)CCCC/C=C\C(C)C)ccc1O,1.1%,6.6

6 entries from above, ordered by formula weight, highest first.
SMILES,M. tuberculosis GlmU,RmlCD inh 1536
COc1ccc(N(CCCN2C(=O)c3cccc4cccc(c34)C2=O)C(=O)c2cccnc2)cc1,-0.7%,-1.4
CCN(CCn1cccn1)C(=O)c1cc(COc2cccc3cccnc23)on1,0.8%,x
Cn1c(SCC(=O)c2ccc(F)cc2)nnc1-c1cnccn1,-1.7%,-14.1
COc1ccc(C(=O)NC(C)c2nc3ccccc3[nH]2)cc1OC (stereo not given),-4.0%,-14.2
COc1cc(CNC(=O)CCCC/C=C\C(C)C)ccc1O,1.1%,6.6
Cc1ccc(/C=N/N=C2/NC(=O)CS2)o1,1.7%,-10.2

Next results
SMILES,M. tuberculosis GlmU,RmlCD inh 1536
CCC(CC)C1C(C#N)=C(N)Oc2c1c(=O)oc1ccccc21 (stereo not given),2.1%,x
COc1cccc(-c2cnc(OC(C)(C)C)nc2OC(C)(C)C)c1,x,-5.6
COc1cccc(CNC(=O)c2nnn(-c3ccc(OC(F)(F)F)cc3)c2N)c1,0.4%,x
COC(=O)C(C(=O)NCC1CCCO1)C1CCCCCC1 (stereo not given),0.2%,x
COc1ccccc1OCC(=O)NCCSCc1cccc(Cl)c1,-1.7%,-10.1
Cc1ccc(NC(=O)c2cc(N3C(=O)C4CCCCC4C3=O)ccc2N2CCOCC2)cc1 (stereo not given),0.6%,0.4
COc1ccc(N2CCN(C(=S)NCCc3ccccc3)CC2)cc1,-6.1%,x
O=C(Cc1cn2ccsc2n1)OCc1nc2ccccc2s1,-6.2%,x
COc1ccc(C2CCCN2C(=S)Nc2cccc(C)c2)cc1OC (stereo not given),-4.8%,x
CS(=O)(=O)N(CC(=O)NCCSCc1ccco1)c1ccc2c(c1)OCO2,-3.3%,-0.4

From PubChem

The list is partial; the hit share may differ from the screen's.
